Source: PubChem BioAssay
Myeloid diff 2: myeloid differentiation induction; ER-HoxA9 myeloid progenitors, lysozyme-GFP differentiation, flow cytometry; calls only at 10 µM; hit rate 1% among 360,000; AID 624256;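 active = normalized GFP-positive differentiation at or above the plate's own cutoff, the solvent-only control mean plus 3 SD; inconclusive = no clear call, values can overlap the other calls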;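 note: cells exposed to compound for four days before flow analysis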
Rac1 GTP hydrolysis: MgcRacGAP GTPase-activating activity inhibitors, confirmation, biochemical, ADP Hunter fluorescence. MgcRacGAP-stimulated Rac1 GTP hydrolysis, ADP Hunter fluorescence; higher % means a stronger effect; GST-tagged Rac1 F28L mutant substrate. inhibition, % at 30 µM; hits with a dose series show IC50 in µM. hit rate 0.6% among 340,000. AID 624330;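 active = first-screen hits whose inhibition reached a set limit at any dose in the follow-up dose series; inconclusive = inhibition above the set first-screen limit but never retested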;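 note: fluorescence reports GDP produced by GAP-driven GTP hydrolysis; strong numbers were not always called active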
Myeloid diff 2 GFP+ MAC1+ %: also measured in Myeloid diff 2; calls as there; GFP+ MAC1+ double positive, %; measured here: differentiation confirmed by MAC1 staining
The depositor's hits bear a star; i = inactive; ? = inconclusive; / = no result given. An excerpt. The share of hits here may be higher or lower than overall.

SMILES	Myeloid diff 2	Myeloid diff 2 GFP+ MAC1+ %	Rac1 GTP hydrolysis
COc1ccc(OC(=O)N(C)C[C@@H]2OCc3cn(nn3)CCCC(=O)N([C@@H](C)CO)C[C@H]2C)cc1	i	1.0	7%
CCOc1nc(-c2ccccc2)ccc1-c1noc(-c2ccc(OC)c(OC)c2)n1	i	0.1	2%
Cc1cc(C(C)(C)C)cc(CN2CCN(S(=O)(=O)c3cccs3)CC2)c1O	i	2.1	12%
C=CCn1cnnc1SCC(=O)NCC1COc2ccccc2O1 (stereo unspecified)	i	0.7	4%
COc1ccc(CC(=O)OCC(=O)NC2CCCCCC2)cc1OC	i	1.2	4%
CN(C)C(=S)N=c1ssc(=S)n1Cc1cccnc1	i	1.3	39%
CC(C)NC(=O)c1ccc(CONC(=O)OCc2ccccc2)cc1	i	0.3	3%
O=c1[nH]c(=O)c2[nH]c(=S)[nH]c2[nH]1	i	1.1	11%
CC[C@]12c3[nH]c4cc(CCC(=O)N(C)C)ccc4c3CCN1C(=O)[C@@H](CC(=O)NC(C)(C)C)C[C@@H]2C(=O)N1CCN(C(=O)c2ccco2)CC1	i	1.1	7%
CC1=C(C(=O)N(C)C)CC(CC(=O)NC2CCCCC2)C(=O)N1Cc1ccc(C(C)(C)C)cc1 (stereo unspecified)	i	1.2	13%
CC(=O)c1ccc(OCCCC(=O)Nc2ccc(C)c(S(=O)(=O)N3CCCCC3)c2)cc1	i	1.6	2%
O=C(O)c1ccc(NN=CC2=C(N3CCOCC3)/C(=C/c3ccccc3)CC2)cc1	i	0.1	12%
CN1NC(=O)CC1c1ccccc1 (stereo unspecified)	i	1.1	1%
CC(C)C[C@H]1CNC(=O)C(=O)N1CC1CCN(CCc2ccc(-c3ccccc3)cc2)CC1	i	2.9	4%
CCOc1ccc(NC(=O)CN(C)C(=O)c2cc(C3CC3)nn2-c2ccccc2)cc1OCC	i	0.2	9%
O=C(OCC(=O)c1ccc[nH]1)c1ccc(S(=O)(=O)C(F)F)cc1	i	2.8	15%
O=C(CSc1nnc2ccc(-c3ccco3)nn12)Nc1ccccc1F	i	0.1	-1%
COC(=O)c1ccc(-c2nc(CN3CCN(C(=O)c4ccco4)CC3)c(C)o2)cc1	i	0.4	0%
CC(Oc1ccc(F)cc1)c1nnc(SCC(=O)N(c2ccccc2)C2CCS(=O)(=O)C2)o1 (stereo unspecified)	i	0.6	-3%
COCC1CCN(Cc2c(C(=O)N3CCOCC3)nc3c(C)cccn23)C1 (stereo unspecified)	i	0.8	7%
O=C1NC(Cc2ccc(O)cc2)c2nc3cc(F)c(F)cc3c(=O)n2-c2ncccc21 (stereo unspecified)	i	0.7	10%
N#Cc1ccc(OCC(=O)OCC(=O)N2CCc3ccccc32)cc1	i	1.7	8%
O=C(CC1CCCC1)N1CCN(S(=O)(=O)c2c(F)cccc2F)CC1	i	0.8	10%
COc1ccccc1N1CCN(c2ccc3c(c2)S(=O)(=O)c2cccc(C(=O)NCc4cccc(F)c4)c2C3=O)CC1	i	1.4	1%
O=C1CC2(CCCCC2)CC(=O)N1CCc1ccccc1	i	0.9	6%
COc1ccc(S(=O)(=O)N2CCOCC2)cc1NC(=O)Cc1ccc(F)cc1	i	0.6	-27%
COc1ccc(CN(C)C[C@@H]2OCCCC[C@H](C)Oc3ccc(NC(=O)Cc4ccccc4)cc3C(=O)N([C@@H](C)CO)C[C@@H]2C)cc1	i	0.3	11%
CN[C@@H](C)C(=O)NC[C@H]1O[C@@H](n2cnc3c(N)ncnc32)[C@H](O)[C@@H]1O	i	0.1	11%
CCN(CC(=O)Nc1ccc2c(c1)OCCO2)C(=O)/C=C/c1cc(Br)ccc1OC	i	0.9	17%
COc1cc(C(=O)CCc2ccc3c(c2)OCO3)cc(OC)c1OC	i	0.2	5%
Cc1cccc(NC(=O)COc2cccc3c2CCNC3=O)c1	i	2.0	9%
CN(C)C(=O)CCc1ccc2c3c([nH]c2c1)[C@]1(C)[C@@H](C(=O)N2CCOCC2)C[C@H](CC(=O)NCCC2=CCCCC2)C(=O)N1CC3	i	0.3	5%
CCN(CC)c1nc(NNC(=O)c2ccccc2)nc(N(CC)CC)n1	i	1.2	-10%
COC(=O)c1ccc(N2CCOCC2)c(NC(=O)c2cc3ccccc3o2)c1	i	0.5	7%
CCN(CC)S(=O)(=O)c1ccc(N2CC(C(=O)Nc3cccc(C(=O)NC4CC4)c3)CC2=O)cc1 (stereo unspecified)	i	0.7	4%
C[C@@H]1CN([C@H](C)CO)C(=O)c2c(c3ccccc3n2C)-c2ccccc2CO[C@H]1CN(C)C(=O)NC1CCCCC1	i	0.2	13%
O=C(Cn1cnc([N+](=O)[O-])c1)Nc1ccc(Cl)cc1Cl	i	1.4	5%
CC1CN(Cc2ccccc2)C(=O)N(c2ccccc2)C1=O (stereo unspecified)	i	1.0	1%
CN(Cc1ccccc1)C(=O)c1cccc(NC(=O)Cc2ccc(NC(=O)C3CCCN(C(=O)C4CCC4)C3)cc2)c1 (stereo unspecified)	i	1.7	9%
O=C(CSc1nccn1Cc1ccc(F)cc1)NC1CCCCC1	i	0.4	8%
O=C(c1ccccc1)N(C(=O)c1ccccc1)N1CCCC1	i	0.6	-1%
Cc1c(C(=O)N/N=C/c2ccncc2)nnn1-c1nonc1N	i	0.3	6%
CC(C)CN(C(=O)CN(C)C(=O)Cc1c(F)cccc1Cl)c1c(N)n(CC(C)C)c(=O)[nH]c1=O	i	1.2	17%
O=C(CCCN1C(=O)c2cccc3cccc(c23)C1=O)OCC(=O)N1CCCCC1	i	0.7	10%
O=C(c1cc(C2CC2)nn1-c1ccccc1)N1CCN(S(=O)(=O)c2ccccc2)CC1	i	0.6	7%

Limited to Myeloid diff 2 and Rac1 GTP hydrolysis (two entries from above):
Compound	Myeloid diff 2	Rac1 GTP hydrolysis
CCN(CC)c1nc(NNC(=O)c2ccccc2)nc(N(CC)CC)n1	i	-10%
COC(=O)c1ccc(N2CCOCC2)c(NC(=O)c2cc3ccccc3o2)c1	i	7%

Record cards, from the list above. Order of screens: Myeloid diff 2, Myeloid diff 2 GFP+ MAC1+ %, Rac1 GTP hydrolysis
Listed for CN(Cc1ccccc1)C(=O)c1cccc(NC(=O)Cc2ccc(NC(=O)C3CCCN(C(=O)C4CCC4)C3)cc2)c1 (stereo unspecified) = i, 1.7, 9%
Listed for O=C(CCCN1C(=O)c2cccc3cccc(c23)C1=O)OCC(=O)N1CCCCC1 = i, 0.7, 10%
Listed for O=C(Cn1cnc([N+](=O)[O-])c1)Nc1ccc(Cl)cc1Cl = i, 1.4, 5%
Listed for CN(C)C(=O)CCc1ccc2c3c([nH]c2c1)[C@]1(C)[C@@H](C(=O)N2CCOCC2)C[C@H](CC(=O)NCCC2=CCCCC2)C(=O)N1CC3 = i, 0.3, 5%
Listed for CC1CN(Cc2ccccc2)C(=O)N(c2ccccc2)C1=O (stereo unspecified) = i, 1.0, 1%

(cont.)
SMILES	Myeloid diff 2	Myeloid diff 2 GFP+ MAC1+ %	Rac1 GTP hydrolysis
Cc1csc(N=Cc2ccc([N+](=O)[O-])o2)n1	i	3.6	16%
CCOc1ccccc1NC(=O)COC(=O)COc1cccc2c1OC(C)(C)C2	i	0.7	5%
CCC(C(=O)N1CCN(Cc2ccc3c(c2)OCO3)CC1)n1nnc2ccccc2c1=O (stereo unspecified)	i	1.0	4%
Cc1ccc(S(=O)(=O)N2C[C@@H]3CCCC[C@@H]3[C@@H](C)[C@H]2CC(=O)c2ccccc2)cc1	i	2.8	6%
CN1C[C@@H]2[C@@H]3C(=O)N(Cc4ccccc4)C(=O)[C@@H]3[C@](Cc3ccccc3)(C1=O)N2C(=O)c1ccc(C(C)(C)C)cc1	i	4.2	5%
COc1cc(/C=C/c2nc3ccccc3c(=O)[nH]2)ccc1O	i	2.1	41µM*
CC1(C)CC(=O)C=C(c2ccc(COC(=O)c3cc(F)cc(F)c3)cc2)C1=O	i	0.6	13%
N#Cc1cccc(C(=O)Nc2ccccc2C(=O)NC2CC2)c1	i	1.1	4%
O=[N+]([O-])c1ccc(C=NNc2ccccc2)cc1	i	0.7	1%
S=C(c1ccc2c(c1)OCO2)N1CCN(c2cccc(Cl)c2)CC1	?	/	12%
CC/C(=C(/c1ccccc1)c1ccc(OCC[N+](C)(C)C)cc1)c1ccccc1	i	0.6	2%
O=C(C1CCCCC1)N1C[C@H](n2cc(C3CC3)nn2)[C@@H](O)C[C@@H]1c1ccc(Cl)cc1	i	0.5	15%
CC1=C(C(=O)N(C)C)CC(CC(=O)NC2CCCC2)C(=O)N1Cc1ccccc1 (stereo unspecified)	i	0.3	12%
O=C(Cc1cccc(NC(=O)C2CCN(C(=O)C3CCC3)CC2)c1)Nc1cccc(C(=O)N2CCCCC2)c1	i	0.6	14%
OC1COC(c2ccccc2)OC1C1OC(c2ccccc2)OCC1O (stereo unspecified)	i	3.6	0%
COc1ccc2c(-c3ccc(OCCN4CCOCC4)cc3)c(-c3ccccc3OC)sc2c1	i	4.6	10%
CCCCN1C[C@H](c2ccc(OC)cc2)[C@@H](CC(=O)Nc2ccc(Br)cc2)C1=O	i	0.8	-2%
O=C1c2cccc(NCCCNCCO)c2C(=O)c2cccc(NCCCNCCO)c21	i	2.4	28µM*
Cc1cccc(OCc2nnc(SCC(=O)c3c(N)n(C4CC4)c(=O)[nH]c3=O)o2)c1	i	1.0	2%
CC1(C)CSC(C)(C)C(=O)N1	i	0.4	-3%
COC(=O)c1ccccc1S(=O)(=O)N1CCC(C(=O)Nc2ccccc2N2CCOCC2)CC1	i	1.4	17%
CN(CCc1ccccc1)C(=O)c1ccc(NC(=O)Cc2ccc(NC(=O)C3CCCN(S(=O)(=O)c4cccc([N+](=O)[O-])c4)C3)cc2)cc1 (stereo unspecified)	i	0.3	4%
O=C(Nc1cc(C(F)(F)F)ccc1N1CCCCC1)C1=COCCO1	i	0.9	12%
CC(=NNC(=S)N1CCN(c2ccccn2)CC1)c1nccs1	?	/	6%
CN(CCc1ccccc1)C(=O)c1ccc(NC(=O)Cc2cccc(NC(=O)C3CCN(C(=O)C4CCCC4)CC3)c2)cc1	i	1.0	7%
Cc1ccc(C(=O)N[C@H](C(=O)N2CCN(c3ncccn3)CC2)C(C)C)cc1	i	1.0	5%
COC(=O)c1c(NC2=NS(=O)(=O)c3ccccc32)sc2c1CCC(C(C)(C)C)C2 (stereo unspecified)	i	0.3	5%
CN(C(=O)COC(=O)COc1ccc(N(C)S(=O)(=O)c2ccc(Cl)cc2)cc1)c1ccccc1	i	0.8	6%
CCN(Cc1ccccc1)C(=O)COC(=O)Cc1c[nH]c2ccccc12	i	0.4	6%
c1coc(C2=NC(c3ccco3)C(c3ccco3)N2)c1 (stereo unspecified)	i	1.3	4%
Cc1ccc(S(=O)(=O)N2CCN(C(=O)COC(=O)COc3ccc(Br)cc3)CC2)c(C)c1	i	1.3	5%
Cc1cccc(NS(=O)(=O)c2ccc(S(=O)(=O)N3CCCC3)cc2)c1	i	0.6	7%
CCCCn1c(N)c(N(CCC(C)C)C(=O)CSc2nc3ccccc3s2)c(=O)[nH]c1=O	i	2.6	10%
Cc1ccc(S(=O)(=O)N2CCN(C(=O)COC(=O)/C=C/c3ccc(C(F)(F)F)cc3)CC2)c(C)c1	i	0.8	2%
Oc1ccc(C=NNC(=S)Nc2ccccc2)nc1	i	0.8	14%
CCOC(=O)C1=CN(CC2CCCCC2)CCC1=O	i	0.4	7%
O=C(CN1CCN(C(=O)c2cccc(S(=O)(=O)N3CCCC3)c2)CC1)Nc1cccc(F)c1	i	0.4	2%
Cc1cccc(NC(=O)CSCC(=O)N(C)Cc2ccc3c(c2)OCCO3)c1	i	0.5	5%
Nc1nnc(SCC(=O)NNC(=O)c2ccccc2)s1	i	1.4	7%
CCn1cc(/C=C(\NC(=O)c2ccccc2OC)C(=O)NCCN2CCOCC2)c2ccccc21	i	0.8	23%
COc1ccccc1C(=O)NCC(=O)Nc1ccc2c(c1)OCO2	i	0.7	4%
COc1ccccc1-c1ccc2c(c1)O[C@@H](CN(C)C(=O)Nc1cccc(F)c1)[C@H](C)CN([C@H](C)CO)S2(=O)=O	i	2.3	16%
Cc1ccc(S(=O)(=O)N(CC(=O)NCc2cccs2)c2ccccc2)cc1	i	1.1	3%
CCOc1ccccc1C=NN=Cc1ccccc1O	i	1.0	6%
O=C(C1CCC1)N1CCN(S(=O)(=O)c2cc(F)ccc2F)CC1	i	0.7	1%

Overlap with the part before: three compounds, followed by the next part.
SMILES	Myeloid diff 2	Myeloid diff 2 GFP+ MAC1+ %	Rac1 GTP hydrolysis
Cc1ccc(S(=O)(=O)N(CC(=O)NCc2cccs2)c2ccccc2)cc1	i	1.1	3%
CCOc1ccccc1C=NN=Cc1ccccc1O	i	1.0	6%
O=C(C1CCC1)N1CCN(S(=O)(=O)c2cc(F)ccc2F)CC1	i	0.7	1%
COCCCn1c(=N)c(C(=O)NCc2ccc3c(c2)OCO3)cc2c(=O)n3cccc(C)c3nc21	i	0.8	2%
CC(C)N(C(=O)[C@H]1C[C@H](CC(=O)NCCC2=CCCCC2)C(=O)N2CCc3c([nH]c4cc(CCC(=O)N(C)C)ccc34)[C@]12C)C(C)C	i	0.4	10%
COC(=O)C(Sc1ccc(Cl)cc1)C1SC(=S)N(Cc2ccccc2)C1=O (stereo unspecified)	i	0.3	23%
C#Cc1cc(N2CCN(C(=O)c3ccoc3)CC2)n2nc(-c3cccc(Cl)c3)cc2n1	?	/	8%
O=C(NC(=S)N1CC=CCC1)c1ccccc1	i	0.2	6%
CC1(C)CC(=O)C=C(c2ccc(-c3ccc4[nH]ccc4c3)cc2)C1=O	i	0.9	14%
c1ccc(-n2nnnc2-c2cccc3ccccc23)cc1	?	/	0%
O=C(Cn1cc(COc2c(F)c(F)cc(F)c2F)nn1)c1ccc(O)cc1	i	0.2	12%
